CSN inh = inhibitors of human CSN-mediated cullin deneddylation; Q92905; Purified CSN, SCF-Nedd8-OG deneddylation, fluorescence polarization; inhibition, % at 12.5 µM; 360,000 compounds, 0.38% hits; AID 651999;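 active = pattern-corrected inhibition above about 35%, with an unprinted fluorescence ratio check between 0.5 and 1.5, limit read from the data, passing the limit was not always enough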;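 note: 0% = enzyme with substrate and 100% = substrate without enzyme; some results filed as inactive read as strong as hits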
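Assay system: purified human Csn5 enzyme expressed in HEK293T cells; Input: 0.24 nM Csn5 enzyme, final concentration; Reagent: 10 nM SCFSkp2-Nedd8OG; Compound dosing: 12.5 µM single point; Times: reaction 90 min, room temperature; Technique: fluorescence polarization readout.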
Rin1-Abl PPI inh = inhibitors of human Rin1-Abl protein interaction | P00519+Q13671 | TR-FRET Rin1/Abl binding, biochemical | inhibition, % at 7.35 µM | 360,000 compounds, 0.4% hits | AID 588664; in the data active = inhibition above about 5%, passing the limit was not always enough
STEP block = blocks human striatal-enriched tyrosine phosphatase; P54829; recombinant STEP, OMFP fluorogenic substrate, fluorescence; inhibition, % at 20 µM; 360,000 compounds, 0.25% hits; AID 588621;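 active = inhibition at 20 µM, scaled per plate between control wells, above about 37%, limit read from the data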;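 note: 0% = DMSO with enzyme and substrate and 100% = substrate only without enzyme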
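System: STEP (striatal-enriched tyrosine phosphatase) enzyme, cell-free; medium: Bis-Tris pH 6.0 buffer with DTT, detergent; dosing: 20 µM, 1% DMSO; times: reaction 20 min, ambient temperature; detection: fluorescence, 480/540 nm; read-out basis: normalized % inhibition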
Rpn11 block = blocks the human proteasome subunit Rpn11; O00487; human 26S proteasome, Ub4-pepOG fluorescence polarization; 20S core pre-blocked with epoxomicin; calls only at 20 µM; 360,000 compounds, 0.59% hits; AID 588493;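 active = inhibition at 20 µM, scaled to each plate's controls, above about 33%, limit read from the data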
DNMT1 block = DNMT1 (human) enzyme inhibition. inhibition (reported as % activation of signal), % at 10 µM. P26358. DNMT1 molecular beacon, Hinp1I cleavage, fluorescence. 360,000 compounds, 0.83% hits; in the data active = inhibition above about 50%
SUMO1-SIM PPI = modulators of human SUMO1-mediated protein-protein interactions | 360,000 compounds, 0.33% hits | SUMO1 binding to a labelled peptide, TR-FRET, 1 h | AID 602429 | inhibition, % at 20 µM; in the data active = inhibition above about 37%
Target sequence (P63165 whole entry, looked up): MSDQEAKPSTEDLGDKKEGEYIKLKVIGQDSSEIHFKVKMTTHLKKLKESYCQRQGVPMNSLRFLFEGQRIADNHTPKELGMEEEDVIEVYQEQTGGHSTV
Scp-1 inhibitor = blocks human Scp-1 phosphatase activity; Q9GZU7; Recombinant Scp1, phosphopeptide, malachite green phosphate absorbance; inhibition, % at 20 µM; 340,000 compounds, 0.88% hits;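 active = inhibition above about 50% at 20 µM, limit read from the data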;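 note: plate controls were DMSO wells with enzyme for no effect and wells lacking enzyme for full effect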
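Material: truncated SCP-1 phosphatase (76-261aa) / Buffer or medium: 50 mM Tris acetate pH 5.5, 0.005% Tween-20, 10 mM MgCl2 / Compound dosing: one concentration, 20 µM, with 1.0% DMSO / Incubation: 45 min room-temperature reaction, 5 min colour, 30 min stabiliser / Detection: colorimetric free-phosphate detection, absorbance 630 nm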
NadD inh = NadD (S. aureus) enzyme inhibition | purified NadD enzyme, colorimetric absorbance read-out | inhibition, % at 20 µM | 360,000 compounds, 0.78% hits; in the data active = inhibition above about 26%; note: some compounds past the cut are filed as inactive
Neddylation inh = cullin neddylation inhibition; P61081+Q13564; TR-FRET cullin neddylation, biochemical; calls only at 25 µM; 360,000 compounds, 0.58% hits; AID 651699; in the data active = inhibition above about 36%
Target sequence (P61081 whole entry, looked up): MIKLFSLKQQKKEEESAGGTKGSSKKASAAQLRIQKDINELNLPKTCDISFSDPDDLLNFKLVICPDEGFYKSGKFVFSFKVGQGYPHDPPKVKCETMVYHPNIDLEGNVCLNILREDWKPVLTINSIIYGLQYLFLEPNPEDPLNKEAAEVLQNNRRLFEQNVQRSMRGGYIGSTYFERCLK
Target sequence (Q13564 whole entry, looked up): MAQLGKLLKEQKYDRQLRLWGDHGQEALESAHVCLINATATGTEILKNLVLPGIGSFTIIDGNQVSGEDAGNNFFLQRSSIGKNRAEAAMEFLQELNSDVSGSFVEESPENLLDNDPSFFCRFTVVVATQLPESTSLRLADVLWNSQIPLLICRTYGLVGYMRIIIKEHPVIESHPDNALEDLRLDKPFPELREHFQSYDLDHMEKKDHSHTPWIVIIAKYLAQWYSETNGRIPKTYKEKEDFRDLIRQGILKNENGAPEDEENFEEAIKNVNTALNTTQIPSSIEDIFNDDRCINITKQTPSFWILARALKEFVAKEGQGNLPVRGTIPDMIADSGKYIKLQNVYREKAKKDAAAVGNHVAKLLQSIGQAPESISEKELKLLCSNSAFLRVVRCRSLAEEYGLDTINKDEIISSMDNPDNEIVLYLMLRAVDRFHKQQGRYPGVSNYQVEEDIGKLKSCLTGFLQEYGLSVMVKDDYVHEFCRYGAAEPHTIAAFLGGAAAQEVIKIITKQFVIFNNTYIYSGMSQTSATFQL
LMPTP block = LMPTP (human) inhibition; P24666; recombinant LMPTP-A, OMFP fluorogenic substrate, fluorescence intensity; inhibition, % at 20 µM; 360,000 compounds, 0.22% hits; AID 651560;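 active = compounds that cut the enzyme signal by at least half of the control window in the single-dose screen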;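 note: plate controls were DMSO wells with enzyme plus substrate for no effect and substrate without enzyme for full effect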
Target sequence (P24666 whole entry, looked up): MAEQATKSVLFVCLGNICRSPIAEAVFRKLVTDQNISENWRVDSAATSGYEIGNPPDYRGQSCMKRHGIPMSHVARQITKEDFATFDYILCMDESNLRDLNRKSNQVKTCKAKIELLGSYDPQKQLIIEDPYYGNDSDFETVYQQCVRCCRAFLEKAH
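Assay system: LMPTP-A, protein tyrosine phosphatase of low molecular weight / Medium: pH 6.0 Bis-Tris buffer with DTT and Triton X-100 / Schedule: 50 min enzyme reaction at room temperature, protected from light / Measured by: endpoint fluorescence intensity from OMFP dephosphorylation / Read-out basis: % inhibition relative to no-enzyme and uninhibited control wells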
Starred values were filed as active, the others as inactive; i = inactive; . = no result given.

SMILES	CSN inh	Rin1-Abl PPI inh	STEP block	Rpn11 block	DNMT1 block	SUMO1-SIM PPI	Scp-1 inhibitor	NadD inh	Neddylation inh	LMPTP block
O=C(Nc1ccc2c(c1)OCO2)c1n[nH]c(=O)c2ccccc12	2.2	-0.5	0.1	i	2.4	-5.9	18.8	5.9	i	10.6
Cc1ccccc1N(CC(=O)N/N=C/c1cc(Br)c(C)o1)S(C)(=O)=O	-5.5	-0.1	3.9	i	1.7	-14.3	-6.8	-1.0	i	-0.3
COc1ccc(CN2CC(=O)N(c3cc(Cl)ccc3C)C2=S)cc1OC	3.3	5.3	3.2	i	-4.2	1.7	-13.6	-2.8	i	1.5
Cc1ccccc1Cn1ccc(-c2ccc3c(c2)OCO3)n1	0.3	-4.5	1.8	i	-3.3	1.0	-3.7	-0.7	i	2.4
O=C(NCc1ccco1)C1Cc2c(-c3cccc(F)c3)ccnc2O1 (configuration not stated)	2.4	1.5	-1.2	i	-5.5	6.0	.	-2.6	i	-0.9
O=C1CCc2cc(NS(=O)(=O)c3ccc(Cl)cc3)cc3c2N1CC3	-4.8	2.7	0.8	i	2.8	3.5	9.8	1.6	i	-1.4
Cc1ccsc1S(=O)(=O)N1CCCC(CCC(=O)NCc2ccccc2F)C1 (configuration not stated)	1.1	2.0	-0.1	i	-6.9	-3.1	-3.5	-4.3	i	-0.9
CC1(C(=O)Nc2cccc(Oc3ccccc3)c2)Cc2c(-c3ccc4c(c3)OCO4)ccnc2O1 (configuration not stated)	-7.2	-1.4	-0.2	i	1.4	-4.1	.	18.2	i	3.6
CC(C)c1ccc(Nc2nnns2)cc1	-2.7	1.2	2.9	i	5.1	-0.5	-3.8	-2.3	i	3.5
Cc1ccc(NC(=O)C2CCN(S(=O)(=O)c3c(C)[nH]c(=O)[nH]c3=O)CC2)cc1	-0.7	-0.9	-0.9	i	4.2	0.8	5.0	-0.3	i	-0.1
Cc1cc(C)n(S(=O)(=O)c2ccc(Cl)cc2)n1	-1.4	0.5	2.0	i	1.2	3.8	-1.8	-3.5	i	-1.7
COC(=O)c1cc(Br)c(=O)n(CCN(C(C)C)C(C)C)c1	-3.0	-2.7	-2.0	i	-1.6	2.4	2.6	-3.0	i	-0.8

Sorted by heavy-atom count (largest number first): 3 of the compounds above
SMILES	CSN inh	Rin1-Abl PPI inh	STEP block	Rpn11 block	DNMT1 block	SUMO1-SIM PPI	Scp-1 inhibitor	NadD inh	Neddylation inh	LMPTP block
Cc1ccccc1N(CC(=O)N/N=C/c1cc(Br)c(C)o1)S(C)(=O)=O	-5.5	-0.1	3.9	i	1.7	-14.3	-6.8	-1.0	i	-0.3
O=C(Nc1ccc2c(c1)OCO2)c1n[nH]c(=O)c2ccccc12	2.2	-0.5	0.1	i	2.4	-5.9	18.8	5.9	i	10.6
COC(=O)c1cc(Br)c(=O)n(CCN(C(C)C)C(C)C)c1	-3.0	-2.7	-2.0	i	-1.6	2.4	2.6	-3.0	i	-0.8

Other structures follow:
SMILES	CSN inh	Rin1-Abl PPI inh	STEP block	Rpn11 block	DNMT1 block	SUMO1-SIM PPI	Scp-1 inhibitor	NadD inh	Neddylation inh	LMPTP block
CCCN(CCC)C(=O)c1ccc2c(c1)S(=O)(=O)c1ccccc1C2=O	3.7	-3.5	3.5	i	1.7	-43.2	-6.1	-1.2	i	-1.4
O=C(COC(=O)CCc1nc2ccccc2s1)Nc1ccc(S(=O)(=O)N2CCOCC2)cc1	1.7	0.8	-8.1	i	-4.6	-4.3	-0.4	-2.2	i	-0.3
C#Cc1ccc([C@H]2C=C(C(=O)NC3CC3)O[C@@H](OCC)[C@@H]2CCCO)cc1	-2.6	1.9	0.0	i	-15.3	-2.6	-4.9	-6.3	i	1.3
O=S(=O)(N/N=C\c1ccc(-c2ccccc2Cl)o1)c1ccccc1	1.6	0.3	-5.4	i	-6.7	0.5	-15.8	-0.5	i	1.6
CCOc1cc(/C=N/NC(=O)c2ccc(=O)n(C)c2)ccc1O	-0.1	0.5	2.2	i	-0.5	0.0	-8.6	-2.8	i	0.2
CCOC(=O)c1c(C2CC2)csc1NC(=O)COC(=O)c1cc(OC)c(OC)cc1[N+](=O)[O-]	-1.2	-2.3	-0.6	i	-2.1	-1.7	-9.2	-3.5	i	1.6
CCOC(=O)c1ccc(NC(=O)CSc2nc(NC(=O)c3ccccc3)c3c(C)c(C)oc3n2)cc1	-1.1	4.0	-3.8	i	-8.8	-5.9	-2.2	18.9	i	2.8
C/C(=N\OC(=O)Nc1ccccc1)c1cnn(-c2cc(C(F)(F)F)cc(C)n2)c1C	-1.6	-1.4	-1.6	i	3.5	1.0	-7.8	-4.4	i	-0.3
Cc1ccccc1N1CCN(CC(=O)Nc2nc(C)c(C(=O)N(C)C)s2)CC1	3.7	-1.3	-0.1	i	0.8	1.8	-7.0	-3.8	i	-2.5
COc1ccccc1Nc1nnc(SCc2cc(=O)n3ccsc3n2)s1	-12.9	-0.5	2.6	i	3.4	6.9	10.7	11.4	i	6.8
CC(=O)Nc1ccc2oc(-c3ccccc3Br)nc2c1	-4.3	-5.4	-1.3	i	5.7	2.6	-4.2	-4.1	i	-0.9
Cc1cccc(C)c1N(CC(=O)N(C)Cc1ccccc1)S(C)(=O)=O	-0.9	2.1	0.7	i	0.8	4.3	-6.5	-0.2	i	-0.6
O=C(Nc1ccc([N+](=O)[O-])cn1)C1CC1	-3.5	0.6	-0.6	i	9.6	-23.4	-4.9	-0.9	i	-0.4
Nn1c(SCC(=O)NCC2CCCO2)nnc1-c1ccc(OC(F)F)cc1 (configuration not stated)	-1.2	0.6	-2.2	i	2.9	0.8	5.5	-4.7	i	-0.4
COc1ccc([C@@H]2CC=C(C(=O)O)[C@H](c3ccc(C)cc3)N2S(=O)(=O)c2ccccc2C)cc1	0.5	-2.6	0.1	i	6.0	5.7	-10.9	2.8	i	-0.7
Cc1cc(Nc2ccccc2C(=O)O)n(-c2ccc([N+](=O)[O-])cc2)n1	-1.1	-1.8	-0.9	i	1.2	3.9	-2.2	0.6	i	-1.3
COC(=O)c1ccc(OC(=O)CCN2C(=O)C3C4c5ccccc5C(c5ccccc54)C3C2=O)cc1 (configuration not stated)	-8.7	2.2	-3.6	i	4.1	2.6	-11.2	-1.2	i	0.5
CCS(=O)(=O)C1=NSC2=NC(=O)/C(=C\c3ccc(OS(=O)(=O)c4ccccc4)cc3)C(=N)N21	9.0	0.9	-1.5	i	-8.3	18.5	38.6	2.4	i	0.8
O=S(=O)(Nc1cccnc1)c1cccnc1	0.1	0.7	-5.5	i	2.6	-0.5	1.8	0.1	i	1.2
COc1ccc(C2SC[C@@H](C(=O)O)N2C(C)=O)cc1 (some centres not stated)	1.2	-0.8	0.3	i	-2.1	0.4	-1.6	-4.1	i	-1.8
COC(=O)CCc1c(C)c(C(=O)c2cc(OC)c(OC)c(OC)c2)c2ccccn12	-0.9	0.1	-1.3	i	-1.4	-13.4	-6.8	-5.8	i	-0.7
O=C(NCCO)c1cccc(Cl)c1	-2.0	0.9	-2.9	i	1.4	-5.3	-12.1	0.8	i	-0.7
COc1ccc(NC(=O)COC(=O)[C@@H]2CCCN2C(=O)c2cccs2)cc1	-0.7	-2.0	-2.1	i	0.3	3.6	-4.0	0.0	i	-0.2
CCOc1ccc(NC(=O)CCc2nnc3ccc(N4CCN(C)CC4)nn23)cc1	-1.1	-5.5	-0.1	i	-0.8	-3.3	0.6	-1.7	i	0.3
CCOC(=O)N/N=C\c1cccc(OC)c1	-3.5	-1.2	9.3	i	1.8	-3.9	-1.3	1.3	i	-0.5
Cc1onc(-c2ccccc2Cl)c1C(=O)OCC(=O)N1CCCCC1	-0.6	4.8	-0.1	i	1.7	0.2	0.5	-1.7	i	-1.3
COCCOc1cc(NC(=O)c2ccccc2)c(Cl)cc1Cl	-4.8	-3.5	-1.2	i	0.8	-4.7	-1.3	-2.8	i	0.8
COc1ccc(NC(=O)N[C@H]2C=C[C@@H](CC(=O)NC3CCC3)O[C@@H]2CO)cc1	-1.8	.	.	.	.	8.1	.	.	i	-1.5
C=CCNC(=O)CC12CC3CC(C1)CC(CC(=O)NCC=C)(C3)C2	-3.9	-2.7	-2.4	i	-0.7	-1.4	-6.0	1.4	i	1.2
CCCc1cc(=O)[nH]c(SCC(=O)NCC2COc3ccccc3O2)n1 (configuration not stated)	-1.7	0.0	-2.9	i	0.8	3.4	3.6	-1.3	i	-0.5
CCc1nnc(NC(=O)CC(CN(C)S(=O)(=O)c2ccccc2)c2ccccc2)s1 (configuration not stated)	-1.5	-1.4	0.2	i	-5.2	3.6	-9.1	-1.1	i	0.7
O=C1c2cccnc2C(=O)N1Cc1ccc(S(=O)(=O)NCc2ccco2)s1	-3.9	-1.5	1.7	i	2.2	-31.0	-2.2	4.7	i	0.7
COCCCNc1nc2ccccc2nc1NS(=O)(=O)c1ccccc1	-1.6	0.1	-2.5	i	-1.8	-0.2	-1.3	4.5	i	-0.5
CC1C(=O)N(Cc2cn(CCC3OCCO3)nn2)CCS(=O)(=O)N1Cc1ccc(-c2ccc(F)nc2)cc1 (configuration not stated)	-1.6	-2.1	-0.4	i	4.7	0.3	.	1.4	i	-0.9
CC(C)c1nc2cc(C(=O)N3CCNC(=O)C3c3cccc(F)c3)ccc2o1 (configuration not stated)	2.2	-1.8	-3.4	i	-0.7	3.6	-5.1	1.4	i	-1.5
NS(=O)(=O)c1cccc(NS(=O)(=O)c2ccc3ccccc3c2)c1	-1.4	1.5	-2.6	i	-0.1	-1.5	-11.0	-7.4	i	0.4
COc1cc(NC(=O)CN2C(=O)C(=O)N(CC(C)C)C2=O)cc(OC)c1	2.2	1.1	1.3	i	-3.3	-2.0	-5.7	-4.5	i	-3.3
CC1CN(C(=O)CN2C(=O)c3ccccc3S2(=O)=O)CC(C)O1 (configuration not stated)	0.1	1.5	0.3	i	2.5	-1.8	-3.6	-8.4	i	0.4
CN(C)S(=O)(=O)N1CCC(Oc2ccc(C(=O)NC3Cc4ccccc4C3)cc2)CC1	-1.9	-1.1	2.0	i	-7.3	1.0	-7.9	-0.2	i	0.4
Cc1ccc(C)c(NS(=O)(=O)c2cc(C(=O)Nc3ccccc3-c3ccccc3)ccc2C)c1	-5.9	-1.1	-2.0	i	-2.5	-0.6	-15.7	3.5	i	3.9

Whole records, looked up by structure. Order of values: CSN inh	Rin1-Abl PPI inh	STEP block	Rpn11 block	DNMT1 block	SUMO1-SIM PPI	Scp-1 inhibitor	NadD inh	Neddylation inh	LMPTP block
Listed for `CN(C)S(=O)(=O)N1CCC(Oc2ccc(C(=O)NC3Cc4ccccc4C3)cc2)CC1` → -1.9	-1.1	2.0	i	-7.3	1.0	-7.9	-0.2	i	0.4
Listed for `COc1cc(NC(=O)CN2C(=O)C(=O)N(CC(C)C)C2=O)cc(OC)c1` → 2.2	1.1	1.3	i	-3.3	-2.0	-5.7	-4.5	i	-3.3

Compound activity as filed in PubChem.
